Bioassay records deposited in PubChem by several laboratories.
HUVEC tox IL1B = toxic to HUVEC cells under IL-1B stimulation; cell count reduction, % at 2 µM; HUVEC cell count loss, Hoechst imaging, IL-1B stimulated; 94,000 compounds, 0.41% hits;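 active = cell count reduction more than 3 SD above the screen-wide mean, cut at about 70% in these data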;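 also: normalized per plate to untreated control cells as the no-loss baseline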
PLK1 kinase inh = inhibitors of human PLK1 kinase | P53350 | recombinant PLK1 kinase, TR-FRET peptide phosphorylation | inhibition, % at 10 µM | 97,000 compounds, 0.53% hits | AID 619;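 active = inhibition of 50% or more in the single-concentration screen; inactive = inhibition below 50%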;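 also: 0% = DMSO max control and 100% = H-89 dihydrochloride min control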
F-actin modifier = modifiers of cytoskeleton assembly. HUVEC TNFa F-actin phalloidin imaging, high content. inhibition, % at 2 µM. 91,000 compounds, 0.18% hits;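 active = inhibition above the batch mean plus 3 SD and confirmed as a hit by visual image inspection, cut at about 30% in these data, passing the limit was not always enough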; also: strong numbers were not always called active
E coli WT exp = E. coli BW25113 growth inhibition, expanded screen; OD600 absorbance; growth inhibition, % at 100 µM; 98,000 compounds, 0.15% hits; AID 710;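 active = growth inhibition above about 50% at one test dose, limit read from the data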;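 also: growth measured after 20 h incubation at 37 °C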
VCAM1 TNFa inh = reduces TNF alpha induced VCAM1 expression in HUVEC; inhibition, % at 2 µM; AID 802; 95,000 compounds, 0.48% hits; HUVEC TNFa-induced VCAM-1 immunofluorescence, high-content imaging;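 active = inhibition above the batch mean plus 3 SD, with images confirmed as a hit by eye, cut at about 37% in these data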;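 also: 0% = TNF-stimulated DMSO wells and 100% = unstimulated control wells; not every result past the cut was called active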
HUVEC tox TNFa = HUVEC cytotoxicity counter-screen, TNF alpha stimulated | HUVEC TNFalpha-stimulated, Hoechst cell count, imaging | 93,000 compounds, 0.17% hits | cell count reduction, % at 2 µM | AID 848;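 active = cell count reduction exceeding the screen mean by over 5 SD, scaled to untreated wells per plate, cut at about 78% in these data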;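 also: cells counted after 24 h of TNF alpha exposure following the 1 h pretreatment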
sEH inhibitor = blocks human soluble epoxide hydrolase activity; P34913; recombinant human sEH enzymatic activity assay; inhibition, % at 2 µM; 91,000 compounds, 0.34% hits; AID 707; in the data active = inhibition above about 80%; also: values of inactives mirror those of a sister screen read the other way; many of its hits are not listed in these tables
Target sequence (P34913 whole entry, looked up): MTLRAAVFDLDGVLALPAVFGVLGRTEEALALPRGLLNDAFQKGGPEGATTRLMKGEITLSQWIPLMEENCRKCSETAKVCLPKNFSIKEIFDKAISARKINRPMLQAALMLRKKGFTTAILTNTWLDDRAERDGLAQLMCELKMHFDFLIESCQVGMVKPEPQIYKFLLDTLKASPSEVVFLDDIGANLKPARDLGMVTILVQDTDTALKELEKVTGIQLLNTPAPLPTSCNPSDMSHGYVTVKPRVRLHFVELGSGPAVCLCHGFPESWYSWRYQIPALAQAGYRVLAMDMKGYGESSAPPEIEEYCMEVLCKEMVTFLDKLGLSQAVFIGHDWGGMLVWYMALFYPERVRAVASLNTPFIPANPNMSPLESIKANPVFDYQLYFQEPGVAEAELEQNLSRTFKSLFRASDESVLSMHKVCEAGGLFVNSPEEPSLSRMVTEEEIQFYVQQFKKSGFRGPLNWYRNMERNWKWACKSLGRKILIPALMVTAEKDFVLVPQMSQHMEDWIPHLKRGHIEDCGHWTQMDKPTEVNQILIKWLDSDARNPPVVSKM
Plk1 PBD FP = Plk1 (human) PBD binding inhibition | P53350 | Plk1 PBD phosphopeptide binding, fluorescence polarization | inhibition, %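 (tested at about 20 µM)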 | 97,000 compounds, 0.13% hits | AID 693; in the data active = inhibition above about 34%, passing the limit was not always enough
hDAT+cocaine = human DAT dopamine uptake with cocaine, either direction; Q01959; 110,000 compounds, 1.3% hits; B-score at 10 µM; LLC-PK1 hDAT cells, [14C]-dopamine uptake with cocaine IC80; actives deviate in either direction;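 active = Z score or B-score, a plate-position-corrected score, falls beyond the plate's 99.7% confidence bounds, in either direction; inactive = both scores lie inside the 99.7% bounds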;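 also: scored against the spread of the other compound wells on the same plate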
* marks the source's active call; other numbers are inactive results. Not a hit list, and some 3.4% of all compounds hit somewhere here.

`Cc1occc1C(=O)Nc1cc(=O)n(C)c(=O)n1C` gave HUVEC tox IL1B 35, PLK1 kinase inh -3, F-actin modifier 5, E coli WT exp 9, VCAM1 TNFa inh 19, HUVEC tox TNFa -14, sEH inhibitor -1, Plk1 PBD FP 0 and hDAT+cocaine 1.4.
For CCOC(=O)c1cnc(SC2CCc3ccccc3C2=O)nc1N (stereo unspecified) the results were HUVEC tox IL1B -12, PLK1 kinase inh -5, F-actin modifier -19, E coli WT exp -9, VCAM1 TNFa inh -2, HUVEC tox TNFa -6, sEH inhibitor 11, Plk1 PBD FP 5 and hDAT+cocaine 2.7*.
For CCOC(=O)C1=C(C)N=C2SC(CC)C(=O)N2C1c1cccc(F)c1 (stereo unspecified) the results were HUVEC tox IL1B -19, PLK1 kinase inh 0, E coli WT exp 7, VCAM1 TNFa inh 16, HUVEC tox TNFa -33, sEH inhibitor 14, Plk1 PBD FP 2 and hDAT+cocaine 2.
CC(=O)C1=C(C)NC(=O)NC1c1cc(Br)ccc1OCC#N (stereo unspecified) was read as HUVEC tox IL1B -87, PLK1 kinase inh -10, F-actin modifier 18, VCAM1 TNFa inh 21, HUVEC tox TNFa -33, sEH inhibitor -3, Plk1 PBD FP -9 and hDAT+cocaine -0.00093.
Screening Cc1ccc(S(=O)(=O)NNC(=O)CCC(=O)Nc2ccc(C)c(C)c2)cc1 returned HUVEC tox IL1B -3, PLK1 kinase inh -6, F-actin modifier -7, E coli WT exp 0, VCAM1 TNFa inh -7, HUVEC tox TNFa 23, sEH inhibitor 3, Plk1 PBD FP 14 and hDAT+cocaine -0.54.
For N/C(=N\OC(=O)CCC1CCCCC1)c1cccc([N+](=O)[O-])c1 the results were HUVEC tox IL1B -80, PLK1 kinase inh -15, F-actin modifier 9, E coli WT exp 2, VCAM1 TNFa inh 4, HUVEC tox TNFa -32, sEH inhibitor -1, Plk1 PBD FP 18 and hDAT+cocaine 2.
For CN(CCNC(=O)c1cc2c(=O)n(C)c3ccccc3c2n1C)Cc1ccccc1 the results were HUVEC tox IL1B -6, PLK1 kinase inh -7, F-actin modifier -5, E coli WT exp 3, VCAM1 TNFa inh -5, HUVEC tox TNFa -2, sEH inhibitor 2, Plk1 PBD FP 15 and hDAT+cocaine 0.98.
CSc1ccccc1C(=O)Nc1ncc(C)s1 was read as HUVEC tox IL1B -8, PLK1 kinase inh -13, F-actin modifier -17, E coli WT exp 0, VCAM1 TNFa inh -4, HUVEC tox TNFa -3, sEH inhibitor -4, Plk1 PBD FP 11 and hDAT+cocaine -0.81.
COc1ccc(N2C(=O)C3CCCN3C2c2ccc(Cl)cc2)cc1 (stereo unspecified) was read as HUVEC tox IL1B -6, PLK1 kinase inh -3, F-actin modifier 6, E coli WT exp 5, VCAM1 TNFa inh 3, HUVEC tox TNFa -28, sEH inhibitor 6, Plk1 PBD FP -15 and hDAT+cocaine 0.63.
Screening CCCCCCc1ccc(OCC(=O)O)cc1OCC(=O)O returned HUVEC tox IL1B 33, PLK1 kinase inh -9, F-actin modifier -14, E coli WT exp -5, VCAM1 TNFa inh -30, HUVEC tox TNFa -17, sEH inhibitor -6, Plk1 PBD FP -7 and hDAT+cocaine -0.56.
Screening CCn1c(=O)cc(OCC(=O)Nc2cc(C)ccn2)c2ccccc21 returned HUVEC tox IL1B -14, PLK1 kinase inh -10, F-actin modifier 0, E coli WT exp -9, VCAM1 TNFa inh 10, HUVEC tox TNFa 12, sEH inhibitor 19, Plk1 PBD FP -13 and hDAT+cocaine -1.5.
Screening Cc1cc(C(=O)CSc2nnc(-c3ccccc3F)o2)c(C)n1Cc1cccs1 returned HUVEC tox IL1B 0, PLK1 kinase inh -8, F-actin modifier 10, E coli WT exp -7, VCAM1 TNFa inh -56, HUVEC tox TNFa -82, sEH inhibitor 16, Plk1 PBD FP 4 and hDAT+cocaine 0.82.

At a glance, 2 of the compounds above.
`Cc1occc1C(=O)Nc1cc(=O)n(C)c(=O)n1C` gave HUVEC tox IL1B 35, PLK1 kinase inh -3, F-actin modifier 5, E coli WT exp 9, VCAM1 TNFa inh 19, HUVEC tox TNFa -14, sEH inhibitor -1, Plk1 PBD FP 0 and hDAT+cocaine 1.4.
For CCOC(=O)c1cnc(SC2CCc3ccccc3C2=O)nc1N (stereo unspecified) the results were HUVEC tox IL1B -12, PLK1 kinase inh -5, F-actin modifier -19, E coli WT exp -9, VCAM1 TNFa inh -2, HUVEC tox TNFa -6, sEH inhibitor 11, Plk1 PBD FP 5 and hDAT+cocaine 2.7*.

(continued)
Screening CC1CCN(c2nc(-c3ccc(F)cc3)cc(C(F)(F)F)n2)CC1 returned HUVEC tox IL1B -34, PLK1 kinase inh -6, F-actin modifier -8, E coli WT exp -4, VCAM1 TNFa inh -7, HUVEC tox TNFa -22, Plk1 PBD FP -5 and hDAT+cocaine 0.57.
`O=C(N1CCNCC1)N1CCOCC1` gave HUVEC tox IL1B -41, PLK1 kinase inh -5, F-actin modifier 1, E coli WT exp 0, VCAM1 TNFa inh 4, HUVEC tox TNFa -8, sEH inhibitor 5, Plk1 PBD FP -6 and hDAT+cocaine 0.0044.
`O=C(CSc1nc2ccc(S(=O)(=O)N3CCOCC3)cc2[nH]1)N1CCOCC1` gave HUVEC tox IL1B -29, PLK1 kinase inh -10, F-actin modifier -2, E coli WT exp 8, VCAM1 TNFa inh 14, HUVEC tox TNFa -46, sEH inhibitor 5, Plk1 PBD FP -10 and hDAT+cocaine -0.36.
`COc1ccccc1C1C=C(c2ccc(Cl)cc2)Nc2nc(N3C(=O)CCC3=O)nn21` (stereo unspecified) gave HUVEC tox IL1B -30, PLK1 kinase inh 4, F-actin modifier 5, E coli WT exp 4, VCAM1 TNFa inh 13, HUVEC tox TNFa -26, sEH inhibitor -3, Plk1 PBD FP 11 and hDAT+cocaine 0.69.
CN(C)CCCOc1ccc(C(C)(C)c2ccccc2)cc1 was read as HUVEC tox IL1B -14, PLK1 kinase inh -5, E coli WT exp 14, VCAM1 TNFa inh 12, HUVEC tox TNFa -35, sEH inhibitor 4, Plk1 PBD FP -2 and hDAT+cocaine -0.82.
`CCOC(=O)c1c(C)[nH]c2cc(Br)c(OC)cc12` gave HUVEC tox IL1B -12, PLK1 kinase inh -4, F-actin modifier 35, E coli WT exp 5, VCAM1 TNFa inh 14, HUVEC tox TNFa -44, Plk1 PBD FP 24 and hDAT+cocaine -0.22.
For CCc1nccn1S(=O)(=O)c1ccc(C)c(C)c1 the results were HUVEC tox IL1B 4, PLK1 kinase inh -14, F-actin modifier 12, E coli WT exp 7, VCAM1 TNFa inh -1, HUVEC tox TNFa -11, sEH inhibitor -20, Plk1 PBD FP 23 and hDAT+cocaine -0.18.
`COc1ccc(OC)c(NC(=O)CCN2CCCCCC2)c1` gave HUVEC tox IL1B 8, PLK1 kinase inh -7, F-actin modifier 16, VCAM1 TNFa inh 7, HUVEC tox TNFa -28, sEH inhibitor 4, Plk1 PBD FP -8 and hDAT+cocaine 0.17.
`O=C(CSc1nc(O)c(C2CCCCC2)c(=O)[nH]1)NCC1CCCO1` (stereo unspecified) gave HUVEC tox IL1B 12, PLK1 kinase inh -11, F-actin modifier 13, E coli WT exp 4, VCAM1 TNFa inh 21, HUVEC tox TNFa 52, sEH inhibitor 13, Plk1 PBD FP -14 and hDAT+cocaine 0.073.
Cc1ccc(NC(=S)NNC(=S)NCc2ccccc2)cc1 was read as HUVEC tox IL1B 10, PLK1 kinase inh -18, F-actin modifier 6, E coli WT exp 0, VCAM1 TNFa inh 8, HUVEC tox TNFa 0, sEH inhibitor 12, Plk1 PBD FP 12 and hDAT+cocaine -0.17.
Screening O=S(=O)(c1ccccc1C(F)(F)F)N1CCC(n2cnc3ccccc32)CC1 returned HUVEC tox IL1B -14, PLK1 kinase inh 0, E coli WT exp 2, VCAM1 TNFa inh -7, HUVEC tox TNFa 9, sEH inhibitor 0, Plk1 PBD FP -12 and hDAT+cocaine 2.7*.
COc1cc(CNC2CCC(C)C2)cc(OC)c1 (stereo unspecified) was read as HUVEC tox IL1B 89*, PLK1 kinase inh -1, F-actin modifier -12, E coli WT exp 2, VCAM1 TNFa inh -5, HUVEC tox TNFa 14, sEH inhibitor 0, Plk1 PBD FP 0 and hDAT+cocaine 0.28.
`Cc1oc(C(=O)O)cc1CSCc1cc(C(=O)O)c(C)o1` gave HUVEC tox IL1B -10, PLK1 kinase inh -4, F-actin modifier -6, E coli WT exp 2, VCAM1 TNFa inh -7, HUVEC tox TNFa -26, sEH inhibitor -1, Plk1 PBD FP 0 and hDAT+cocaine -1.4.
For O=C(Nc1cccc(S(=O)(=O)c2cccc(NC(=O)C3CC3)c2)c1)C1CC1 the results were HUVEC tox IL1B -17, PLK1 kinase inh 8, F-actin modifier -3, E coli WT exp 10, VCAM1 TNFa inh 10, HUVEC tox TNFa 5, sEH inhibitor 10, Plk1 PBD FP -9 and hDAT+cocaine -0.63.
`O=C(NC1CC2CCCC(C1)N2C(=O)N1CCCCC1)C1CCCCC1` (stereo unspecified) gave HUVEC tox IL1B -19, PLK1 kinase inh -7, F-actin modifier 13, E coli WT exp 4, VCAM1 TNFa inh 19, HUVEC tox TNFa -4, sEH inhibitor 15, Plk1 PBD FP -19 and hDAT+cocaine 0.057.
For CCCC1CC(C)(c2csc(Nc3ccc(OCC)cc3)n2)OC1=O (stereo unspecified) the results were HUVEC tox IL1B -16, PLK1 kinase inh -5, F-actin modifier 7, VCAM1 TNFa inh 18, HUVEC tox TNFa -15, sEH inhibitor 0, Plk1 PBD FP 7 and hDAT+cocaine -0.2.
`COc1ccc(C(=O)NCC(=O)NCC2COc3ccccc3O2)cc1` (stereo unspecified) gave HUVEC tox IL1B -12, PLK1 kinase inh -8, F-actin modifier 19, E coli WT exp -2, VCAM1 TNFa inh 10, HUVEC tox TNFa 13, sEH inhibitor -4, Plk1 PBD FP 2 and hDAT+cocaine -0.62.
`Cc1cc(C)n2nc(SCc3cc(=O)oc4cc(O)ccc34)nc2n1` gave HUVEC tox IL1B -5, PLK1 kinase inh -4, F-actin modifier -7, E coli WT exp 5, VCAM1 TNFa inh 0, HUVEC tox TNFa -4, sEH inhibitor 3, Plk1 PBD FP 2 and hDAT+cocaine -0.64.
Screening O=C(Nc1cnc2ccccc2c1)c1ccco1 returned HUVEC tox IL1B -85, PLK1 kinase inh 1, F-actin modifier 0, E coli WT exp 0, VCAM1 TNFa inh -28, HUVEC tox TNFa -1, sEH inhibitor -3, Plk1 PBD FP -10 and hDAT+cocaine -0.29.
For O=C(CSc1nc2c(cnn2-c2ccccc2)c(=O)[nH]1)c1ccc(Cl)cc1 the results were HUVEC tox IL1B -14, PLK1 kinase inh -13, F-actin modifier 1, VCAM1 TNFa inh 6, HUVEC tox TNFa 25, sEH inhibitor 5, Plk1 PBD FP -16 and hDAT+cocaine -0.057.
Screening Oc1ccc2[nH]ccc2c1 returned PLK1 kinase inh -13, F-actin modifier -14, E coli WT exp 5, VCAM1 TNFa inh -7, HUVEC tox TNFa 0, Plk1 PBD FP -8 and hDAT+cocaine 0.031.
Screening Cc1ccc(OCC(=O)NNC(=O)C(C)Sc2ncnc3sc(C)c(C)c23)cc1 (stereo unspecified) returned HUVEC tox IL1B 8, PLK1 kinase inh -12, F-actin modifier -30, E coli WT exp -7, VCAM1 TNFa inh 2, HUVEC tox TNFa -4, sEH inhibitor 6, Plk1 PBD FP 4 and hDAT+cocaine -0.33.
`CC(C)CC1NC(=O)N(CC(=O)N2CCN(S(=O)(=O)c3ccccc3)CC2)C1=O` (stereo unspecified) gave HUVEC tox IL1B -14, PLK1 kinase inh -9, F-actin modifier 17, E coli WT exp 3, VCAM1 TNFa inh 11, HUVEC tox TNFa -20, sEH inhibitor -16, Plk1 PBD FP 6 and hDAT+cocaine -1.2.
O=C(CCCOc1ccccc1)N1CCN(c2ccccc2)CC1 was read as HUVEC tox IL1B -10, PLK1 kinase inh -6, F-actin modifier -8, E coli WT exp 1, VCAM1 TNFa inh 5, HUVEC tox TNFa -15, sEH inhibitor 4, Plk1 PBD FP -7 and hDAT+cocaine 0.76.
